TTR transcr act: increases transthyretin transcription. SH-SY5Y TTR promoter Gaussia luciferase, luminescence; 100% = recombinant luciferase protein wells. activation, % at 16.7 µM. 92,000 tested, 1.3% active;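 active = activation above the mean of all tested compounds plus 3 SD, cut at about 9.5% in these data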;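 also: cells exposed to compounds for one day before reading; 0% = median of all test compound wells on the plate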
Numbers without * were called inactive.

SMILES	TTR transcr act
CCN1C(=O)[C@H]2[C@@H](c3ccc(C(F)(F)F)cc3)N[C@]3(CCCN(Cc4ccc(C)cc4)C3=O)[C@H]2C1=O	1.6
COc1cc(OC)cc(-c2oc(=O)c3cc(OC)c(OC)cc3c2/C=C/c2ccc(F)cc2)c1	4.1
COC(=O)C1C(=O)C(C(=O)c2ccc([N+](=O)[O-])cc2)C(=O)CC1(C)C (configuration not stated)	-1.4
O=C(Cn1c(-c2ccco2)nc2ccccc21)N1CCCCC1	2.5
O=C(CSCc1ccc(F)cc1)Nc1ccccc1	4.3
NNC(=O)CN1C(c2cccc(Cl)c2)=Nc2ccc(Br)cc2C1c1ccccc1 (configuration not stated)	1.3
COc1ccc(CCNC(=O)C(C)OC(=O)c2cccs2)cc1OC (configuration not stated)	3.4
CCc1cc(C(=O)OC)c(NC(=O)CC2SC(=NC)N(C)C2=O)s1 (configuration not stated)	0.8
N#CC1=C(N)SC(N)=C(C#N)C1c1cccc(Oc2ccccc2)c1	0.9
N#CC1=C(N)C(C#N)(C#N)C(c2cccnc2)C2COCC=C12 (configuration not stated)	-1.7
CC1=NNC(=O)C1CCC(=O)N/N=C/C(Br)=C/c1ccccc1 (configuration not stated)	-1.4
Cc1c(C(=O)Oc2ccc(-c3cnc4ccccc4n3)cc2)cccc1[N+](=O)[O-]	0.9
Cc1ccccc1C(=O)Nc1ccc2nc3n(c(=O)c2c1)CCC3	-0.2
O=C(Nc1ccccc1N1CCCCC1)c1cccc(OC(F)F)c1	-0.1
COc1ccc(-c2nc3cc(NC(=O)c4ccc5c(c4)OCO5)ccc3o2)cc1	-0.6
O=C(Nc1nccs1)c1ccc(Cl)c(S(=O)(=O)N2CCCCC2)c1	-5.5
CCOC(=O)N1CCC(O)(c2cc(C)c(C)cc2C)CC1	-1.3
CCOC(=O)c1ccc(CNC(=O)CSc2nc(NC(=O)c3ccccc3)c3c(C)c(C)oc3n2)cc1	0.1
O=C(O)CCc1ccc(S(=O)(=O)N2CCOCC2)cc1	1.4
CC(=O)NC(Cc1cccc(F)c1)C(=O)NC1CCN(C(=O)c2cccc(C)c2)CC1 (configuration not stated)	3.9
Cn1c(NC(=O)c2ccccc2C(F)(F)F)cc(=O)n(C)c1=O	-0.5
C=CCNC(=S)NNc1nc2c(c(=O)[nH]1)C1(CCCCC1)Cc1ccccc1-2	-1.1
O=C1C(CCCNC(=S)NCc2ccccc2)NC(=S)N1Cc1ccccc1 (configuration not stated)	1.1
COc1cccc(NC(=O)COC(=O)c2sccc2C)c1	-0.2
CCOC(=O)C(NC(=O)c1ccccc1)(OCC1(CC)COC1)C(F)(F)F (configuration not stated)	-3.2
Cc1noc(C)c1C(=O)Nc1sc(C)c(-c2ccccc2)c1C#N	4.8
COCCNC(=O)c1ccc(N2CC3CC(C2)c2cccc(=O)n2C3)c(NC(=O)c2ccccc2Cl)c1 (configuration not stated)	2.5
CCOC(=O)C1=C(C)NC2=C(C(=O)OC2)C1c1ccccc1 (configuration not stated)	0.5
COc1ccc(CCNC(=O)c2cc3c(=O)n4cccc(C)c4nc3n(CC3CCCO3)c2=N)cc1 (configuration not stated)	-0.1
Cc1ccc(N2CC(C(=O)NC3=NCCS3)CC2=O)cc1 (configuration not stated)	0.2
O=C(CN(C(=O)c1ccc2c(c1)OCCO2)c1ccccc1)NCC1CCCO1 (configuration not stated)	1.3
CCn1cc(/C=N\NC(=O)c2ccccc2Cl)cn1	1.4
CC(=O)c1c(N2CCN(C(=O)C3CCCO3)CC2)nc(=S)n(-c2ccccc2)c1C (configuration not stated)	-1.8
COCCn1c(C)cc(C(=O)CSc2nc(C)c(C)c(C)n2)c1C	-1.5
Cc1cccc(Nc2nc3c(S(=O)(=O)c4ccccc4)nnn3c3ccccc23)c1	-2.2
COc1ccc(NCC(=O)N/N=C2\CCc3ccccc32)cc1	1.2
O=C(NCCc1c[nH]c2ccccc12)c1cnccn1	-0.4
COC1Cc2ccccc2N(C(=O)N2CCN(CCO)CC2)c2ccccc21 (configuration not stated)	2.1
CC1(C)CC(NC(=O)c2cc(COc3cccc(C(F)(F)F)c3)on2)CCO1 (configuration not stated)	-0.3
O=C(c1ccccc1)N(c1ccccc1)c1ccccc1O	-1.4
CCCNS(=O)(=O)c1ccc(CCC(=O)NCc2ccco2)cc1	0.5
COc1cc(CNCCNC(=O)c2nonc2N)ccc1OCc1ccc(Cl)nc1	-1.1
O=C(CNC(=O)c1ccc(Br)o1)NC12CC3CC(CC(C3)C1)C2	-1.3
Cn1c(-c2sc3ccccc3c2Cl)n[nH]c1=S	0.3
N#CC1c2ccccc2-c2ccccc2N1C(=O)c1ccccc1 (configuration not stated)	-0.6
c1ccc(COc2ccc3nocc3c2)cc1	-0.1
CCOC(=O)Cn1c(=O)oc2cc(S(=O)(=O)N3CCc4ccccc43)ccc21	14*
O=C(c1ccccc1)c1ccc(Cn2cc(-c3ccccc3)nn2)cc1	-5.9
CC(C)Oc1ccc(S(=O)(=O)N2CCOCC2)cc1NC(=O)C1=NN(c2ccccc2)C(=O)CC1	-1.6
O=C(O)/C=C/C(=O)Nc1ccc(O)cc1	2.7
COc1ccccc1CN1CCN(S(=O)(=O)c2ccc(C)cc2)CC1	-1.2
Cc1ccc(S(=O)(=O)N2CCC(=O)N([C@H](COCc3ccccc3)Cc3ccccc3)CC2)cc1	-0.1
C/C(=N\O)c1oc2ccc3c(C)cc(=O)oc3c2c1C	-0.7
Cn1cccc1/C=N/NC(=O)Cc1cccs1	1.1
Nc1nncn1C(=O)c1cc(Br)ccc1Cl	-2.6
CC(C)C(=O)Nc1cc2c(cc1C(=O)c1ccccc1)OCCO2	-2.0
CC(=O)Cc1nsc(NC(=O)c2ccc(Cl)cc2Cl)n1	-0.6
COc1ccccc1CNC(=O)CS(=O)(=O)c1ccc(C)cc1	-0.2
COc1ccc(C2=CCCC2)c(OC)c1	-0.1
COc1ccccc1C(=O)NCC(=O)Nc1ccc2c(c1)OCO2	1.0
The list goes on.
SMILES	TTR transcr act
COc1ccc(NC(=O)C(=O)N/N=C(\C)CC(=O)Nc2cc(C)ccn2)c(OC)c1	0.9
O=C(NC1CCCCC1)C(c1ccc(C(F)(F)F)cc1)n1c(=O)c(-c2cc3ccccc3[nH]2)nc2ccccc21 (configuration not stated)	-1.3
Cc1ccc(C)c(OCc2nnc(NC(=O)c3ccc4c(c3)OCO4)s2)c1	1.9
Cc1ccc(C)c(NC(=O)CN(C)C(=O)c2oc3c(Cl)cccc3c2C)c1	0.4
Cc1cc(C(=O)COC(=O)CC2Sc3ccccc3NC2=O)c(C)n1-c1cccc(C(F)(F)F)c1 (configuration not stated)	-0.8
CCN(CC)C(=O)c1n[nH]c(=O)c2ccccc12	-0.8
COc1ccc(S(=O)(=O)N2CCOCC2)cc1NC(=O)c1sccc1C	1.4
CC(C)(C)C(=O)Nc1cc2nn(-c3ccccc3)nc2cc1Cl	-1.1
O=C(NC1CC1)c1ccc(CSCc2cccc(F)c2)o1	-1.0
Nc1c(OS(=O)(=O)c2ccccc2)cccc1OS(=O)(=O)c1ccccc1	-1.0
N#CC1(NC(=O)COC(=O)c2ccc(Cl)nc2)CCCCC1	1.2
O=[N+]([O-])c1cccc(-c2noc(-c3ccco3)n2)c1	12*
Cc1nn(Cc2c(Cl)cccc2Cl)c(C)c1NC(=O)Cn1nc([N+](=O)[O-])c(Cl)c1C	0.9
COc1cc(-n2c(-c3ccccc3)n[nH]c2=S)c(OC)cc1Cl	0.2
Cc1ccc(C(=O)CN(C(=O)c2ccc(Cl)c(Cl)c2)N2C(=O)C3CCCCC3C2=O)cc1 (configuration not stated)	1.8
COc1ccc(-c2cc(=O)c3c(OC)c(OC)c(OC)c(OC)c3o2)cc1	-2.6
COc1ccc(N(CC(=O)NC(C)(C)C)S(=O)(=O)c2ccccc2)cc1OC	-0.6
COc1cccc(/C=N/NC(=S)NC2CC3CCC2C3)c1OC (configuration not stated)	2.8
CC(=O)c1sc(NC(=O)C2CCN(C(=O)c3ccc(F)cc3)CC2)nc1-c1ccccc1	0.0
CC(C)c1ccc(NC(=O)CCc2ccccc2)cc1	-2.7
Cc1ccnn1-c1ccc(C(=O)NCC(c2ccco2)N2CCCC2)cc1 (configuration not stated)	-0.6
CCCCN(C)CCNS(=O)(=O)c1ccc2c(c1)n(C)c(=O)c(=O)n2C	0.7
O=C(NCC1CCCO1)c1ccc2c(c1)N(Cc1ccccc1)C(=O)CS2=O (configuration not stated)	0.2
CC(C)C(=O)c1cc2c(cc1NC(=O)c1cccs1)OCCO2	0.3
O=CNC1c2ccccc2CCc2ccccc21	-1.0
COc1ccc(/C(O)=C/c2nc3ccccc3n(-c3ccccc3)c2=O)cc1	0.7
CC(C)CN1C(=O)c2ccc(NC(=O)c3cccs3)cc2C1=O	-0.8
O=C(NC1CCCCC1)C(c1ccco1)N(C(=O)c1csnn1)c1ccccc1 (configuration not stated)	0.0
O=C(Nc1nnc(COc2ccc(F)cc2)s1)Nc1ccccc1F	-0.3
CN(C)CCN(C(=O)c1ccc(N2C(=O)CCC2=O)cc1)c1nc2cc3c(cc2s1)OCO3	0.3
CC(=O)N1c2ccc(S(=O)(=O)N3CCCC(C(=O)N4CCCCC4)C3)cc2CC1C (configuration not stated)	-0.5
Cc1ccc(OCC(=O)Nc2ccc(C(=O)O)cc2NC(=O)COc2ccc(C)c(C)c2)cc1C	5.1
Cc1ccc(C(=O)N/C(=C/c2cccs2)C(=O)NCCc2c[nH]c3ccccc23)cc1	4.8
Cc1nnc(NC(=O)CSc2nnc(CNC(=O)c3ccc(F)cc3)o2)s1	-0.3
COc1ccc(NS(=O)(=O)c2ccc(C(=O)N(C)Cc3ccc(C)o3)cc2)cc1	-0.7
COc1ccccc1-n1c(SCC(N)=O)nc2c(c1=O)SCC2	1.3

Part of the list above, in CSV form.
compound,TTR transcr act
COc1ccccc1CNC(=O)CS(=O)(=O)c1ccc(C)cc1,-0.2
COc1ccccc1CN1CCN(S(=O)(=O)c2ccc(C)cc2)CC1,-1.2

The listing continues.
SMILES	TTR transcr act
CCCCCCCC1c2c(c(C)c(C)oc2=O)Oc2c(C)c(C)oc(=O)c21	-3.1
Nc1nc2c(Cl)ccc(Cl)c2s1	2.5
N#CCCN(NC(=O)OCc1ccccc1)C(=O)OCc1ccccc1	2.6
Cc1cc(C(F)(F)F)nn1CC(=O)NCc1cccs1	-1.4
COC(=O)[C@]12C[C@H](CC(=O)NCc3cccc(C(F)(F)F)c3)C(=O)N(Cc3ccco3)C1=C[C@H](C(C)C)O[C@@H]2C1CC1	0.4
Cc1nn(CCC(=O)NCc2ccc(N(C)C)cc2)c(=O)c2nn(-c3ccccc3)c(C)c12	-2.4
C=CCN1C(=O)c2ccc(C(=O)N3CCC(C(N)=O)CC3)cc2C1=O	1.5
CC(NCc1ccc(F)cc1)C(=O)Nc1cc(S(=O)(=O)N2CCCCC2)ccc1Cl (configuration not stated)	0.1
Cn1cc(Br)c(C(=O)Nc2sc3c(c2C(N)=O)CCC3)n1	3.5
Cc1ccc(S(=O)(=O)[N-]c2nc3ccccc3nc2-n2cc[n+](Cc3ccccc3)c2)cc1	-2.1
O=C(OCC#CCSc1nnc(-c2ccc3ccccc3c2)o1)c1cccs1	1.1
CCC(=O)N1CCc2cc(S(=O)(=O)NCCCN3CCN(Cc4ccccc4)CC3)ccc21	3.5
Cc1c(-c2cccc(NC(=O)c3cccs3)c2)nc2ncccn12	1.2
O=[N+]([O-])c1cccc(S(=O)(=O)NC2CC3CCC2C3)c1 (configuration not stated)	2.2
COc1cc(/C=C2/C(=N)N3C=CSC3=NC2=O)ccc1OCCOc1ccc(NC(C)=O)cc1	2.0
CSc1nc(C)[nH]c(=O)c1C#N	1.1
CS(=O)(=O)N(CC(=O)N/N=C/c1cc([N+](=O)[O-])ccc1Cl)c1ccccc1	1.3
CC(C)N1CCN(C(=O)c2ccc(OC3CCN(CCc4ccccc4)CC3)cc2)CC1	2.5
Brc1cnc2ccccc2c1N1CCCCC1	0.4
COc1ccc(NC(=S)N(CCc2c(C)[nH]c3ccc(C)cc23)Cc2cccs2)cc1	2.5
O=C(Nc1ccc(S(=O)(=O)Nc2ncccn2)cc1)c1ccc(Br)o1	1.4
COC(=O)c1cc(Br)c(=O)n(-c2ccccn2)c1	-1.4
CCOc1ccccc1C(=O)N(CCC(=O)OC)c1ccccn1	1.6
COc1ccc(C2(C)C(C#N)C(=O)NC(=O)C2C#N)cc1 (configuration not stated)	-0.7

Arranged by heavy-atom count (descending): some entries from above
SMILES	TTR transcr act
COC(=O)[C@]12C[C@H](CC(=O)NCc3cccc(C(F)(F)F)c3)C(=O)N(Cc3ccco3)C1=C[C@H](C(C)C)O[C@@H]2C1CC1	0.4
COc1cc(/C=C2/C(=N)N3C=CSC3=NC2=O)ccc1OCCOc1ccc(NC(C)=O)cc1	2.0
Cc1ccc(S(=O)(=O)[N-]c2nc3ccccc3nc2-n2cc[n+](Cc3ccccc3)c2)cc1	-2.1
CC(C)N1CCN(C(=O)c2ccc(OC3CCN(CCc4ccccc4)CC3)cc2)CC1	2.5
COc1ccc(NC(=S)N(CCc2c(C)[nH]c3ccc(C)cc23)Cc2cccs2)cc1	2.5
CC(NCc1ccc(F)cc1)C(=O)Nc1cc(S(=O)(=O)N2CCCCC2)ccc1Cl (configuration not stated)	0.1
O=C(OCC#CCSc1nnc(-c2ccc3ccccc3c2)o1)c1cccs1	1.1
CS(=O)(=O)N(CC(=O)N/N=C/c1cc([N+](=O)[O-])ccc1Cl)c1ccccc1	1.3
O=C(Nc1ccc(S(=O)(=O)Nc2ncccn2)cc1)c1ccc(Br)o1	1.4
CCOc1ccccc1C(=O)N(CCC(=O)OC)c1ccccn1	1.6
COc1ccc(C2(C)C(C#N)C(=O)NC(=O)C2C#N)cc1 (configuration not stated)	-0.7
O=[N+]([O-])c1cccc(S(=O)(=O)NC2CC3CCC2C3)c1 (configuration not stated)	2.2
COC(=O)c1cc(Br)c(=O)n(-c2ccccn2)c1	-1.4
Brc1cnc2ccccc2c1N1CCCCC1	0.4
CSc1nc(C)[nH]c(=O)c1C#N	1.1

Next part.
SMILES	TTR transcr act
CCCCCCCCc1nc(SCC(C)=O)n[nH]1	0.1
O=C(COC(=O)/C=C/c1ccco1)Nc1ncc(Cl)cc1Cl	-1.1
Cc1ccc(C(=O)Nc2nc3ccc(Cl)cc3s2)o1	-3.1
Cc1ccc(O)c(C(=O)/C=C/c2ccc3c(c2)OCCO3)c1	5.0
Cc1oc(-c2ccc(Cl)cc2)cc1C(=O)/C(C#N)=C/Nc1cccc(OC(F)(F)F)c1	-1.6
CC(=O)c1cn(-c2ccc([N+](=O)[O-])cc2)c(=O)n(C)c1=O	-1.5

This is a subset. The share of hits here may be higher or lower than overall.
